# Source: PubChem
# BAP1 block – blocks human BAP1 ubiquitin-AMC hydrolysis; hit rate 0.48% among 72,000; activity remaining (% of control), % at 20 µM; recombinant BAP1, Ub-AMC hydrolysis fluorescence kinetic; stronger effect = lower value;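 active = activity remaining at or below 50% of control, provided the compound also passes the data quality filters; inactive = the rest, including low values that fail the filters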;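 also: 100% = DMSO wells rate and 0% = substrate alone blank rate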
# Target sequence (Q92560 whole entry, looked up): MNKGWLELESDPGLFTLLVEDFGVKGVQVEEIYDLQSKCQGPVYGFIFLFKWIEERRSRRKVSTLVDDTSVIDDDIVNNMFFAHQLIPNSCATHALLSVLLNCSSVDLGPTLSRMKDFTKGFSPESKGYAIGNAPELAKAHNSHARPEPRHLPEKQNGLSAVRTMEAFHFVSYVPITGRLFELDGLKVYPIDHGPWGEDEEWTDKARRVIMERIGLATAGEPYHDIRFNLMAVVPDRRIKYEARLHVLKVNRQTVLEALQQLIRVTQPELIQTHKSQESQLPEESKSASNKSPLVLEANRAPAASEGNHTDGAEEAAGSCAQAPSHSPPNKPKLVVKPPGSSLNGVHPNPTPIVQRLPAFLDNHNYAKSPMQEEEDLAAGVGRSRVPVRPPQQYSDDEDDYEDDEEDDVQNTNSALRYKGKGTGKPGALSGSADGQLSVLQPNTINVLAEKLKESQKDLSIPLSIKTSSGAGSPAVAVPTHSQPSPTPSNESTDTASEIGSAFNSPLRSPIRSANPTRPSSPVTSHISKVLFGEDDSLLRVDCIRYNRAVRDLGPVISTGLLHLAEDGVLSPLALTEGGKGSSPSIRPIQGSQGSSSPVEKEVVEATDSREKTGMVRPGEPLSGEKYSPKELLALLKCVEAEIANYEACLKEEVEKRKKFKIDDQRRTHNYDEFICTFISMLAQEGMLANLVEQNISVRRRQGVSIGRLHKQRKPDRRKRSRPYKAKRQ
# HePTP inh – blocks human HePTP tyrosine phosphatase. P35236. recombinant HePTP phosphatase activity, OD absorbance. inhibition, % at 20 µM. hit rate 0.64% among 110,000; in the data active = inhibition above about 50%;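 also: plate controls were vehicle for no effect and reference inhibitor for full effect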
# Numbers without * were called inactive; · = no result given; & = joins results of further samples.
SMILES,BAP1 block,HePTP inh
COc1ccc(OC)c(C2=NOC(C(=O)Nc3cccc(C(C)=O)c3)C2)c1 (stereo unspecified),103,4
O=C(O)C1CCC(CNCc2cccnc2)CC1 (stereo unspecified),103,-1
O=C1C2CC=CCC2C(=O)N1CC1CCCO1 (stereo unspecified),76,-4
O=C(CCN1C(=O)c2ccccc2C1=O)Nc1ccc(F)c(Cl)c1,·,5
CCN1C(=O)C(O)(CC(=O)c2ccc(-n3cccc3)cc2)c2ccccc21 (stereo unspecified),69,8
FC(F)(F)Oc1ccc(Nc2nc3ccccc3o2)cc1,113,3
COc1ccc2c(c1)CCc1c(C(=O)N3CC4(C)CC3CC(C)(C)C4)noc1-2 (stereo unspecified),116,3
Cc1ccc(NC(=O)Nc2nccs2)cc1,·,-5
O=C(OCCN1C(=O)c2ccccc2C1=O)c1cc(S(=O)(=O)N2CCOCC2)ccc1Cl,104,-14
COc1ccc(/C=C2/C(=O)NN(c3ccc(I)cc3)C2=O)cc1,·,5
Brc1ccc2ncnc(NCCCN3CCOCC3)c2c1,·,0
CCOC(=O)C1CCN(C(=O)CSc2cc(=O)n(C)c3ccccc23)CC1,79,-5
CCOC(=O)N1CCN(S(=O)(=O)c2ccc(Br)s2)CC1,108,0
COc1ccccc1C(=O)NNC(=O)COc1ccc(C)cc1C,·,0
COC(=O)c1cccc(S(=O)(=O)N2CCC(NC(=O)NC34CC5CC(CC(C5)C3)C4)CC2)c1,·,-2
O=C(O)c1cc(=O)c2ccc(Cl)cc2[nH]1,82,·
C=C(C)CN(CC)C(=O)CSc1nc2ncc(Cl)cc2[nH]1,105,10
Cc1nnc(NC(=O)C2CCN(c3cnccn3)CC2)s1,101,-10
O=C(Nc1ccc(-c2nc3ccccc3o2)c(O)c1)c1ccc(-c2cccc(Cl)c2)o1,·,3
Cc1cc(C)c2c3c(c(-c4ccccc4)n2n1)c(=O)n(C)c(=O)n3C,93,-10
Cc1cc(NC(=O)Nc2cccc(Cl)c2)no1,·,8
COc1cccc(-c2ccc(-c3noc(-c4ccccc4F)n3)c(OC)n2)c1,79,7
Cc1ccc(OCC(=O)O/N=C(\N)c2ccc([N+](=O)[O-])cc2)cc1,·,-8
COCCNC(=S)Nc1ccc(Cl)cc1Cl,·,5
CCC(C(=O)Nc1cc([N+](=O)[O-])ccc1OC)c1ccccc1 (stereo unspecified),·,5
O=C(CSc1ncccn1)NCc1ccccc1Cl,125,2
C=CCN(CC=C)C(=O)Cc1ccc(F)cc1,54,1
COc1ccc(/C=c2\sc3nc4c(C)c(C)ccc4n3c2=O)cc1,·,-11
COc1ccc(OC)c(NC(=O)C(=O)NNC(=O)c2cccs2)c1,·,-1
COc1cccc(C(=O)OCn2nnc3ccccc3c2=O)c1,102,11
COc1ccc(/C(N)=N/OC(=O)c2ccc(C(C)(C)C)cc2)cc1OC,·,1
COc1cc(OC)c(OC)cc1CN1CCN(C(=O)c2cccs2)CC1,·,1
CC1=C(C(=O)OCc2ccccc2)C(c2ccccc2OC(C)C)CC(=O)N1 (stereo unspecified),·,3
CCCc1cc(=O)[nH]c(SCC(=O)c2cc(C)n(CCOC)c2C)n1,96,4
c1cc(-c2nn[nH]n2)ccc1CN1CCCCC1,106,4
COc1ccc(Br)cc1C(=O)Nc1cccc(S(N)(=O)=O)c1,·,-9
O=C1c2ccccc2C(Nc2cccnc2)N1Cc1ccccc1Cl (stereo unspecified),82,16
O=S(NC1CCCCC1)C12CC3CC(CC(C3)C1)C2 (stereo unspecified),92,7
O=C(CSc1nc2ccccc2n1CC(=O)N1CCCC1)NCc1ccc2c(c1)OCO2,101,11
O=C(Nc1ccc(NC(=O)c2ccc([N+](=O)[O-])cc2)cc1)c1ccc(Br)cc1,·,2
CS(=O)(=O)N1CCN(C(=O)c2cc(-c3ccncc3)nc3ccc(Cl)cc23)CC1,66,10
Cc1cccc(C(=O)NCN2CCN(c3ccccc3C#N)CC2)c1,84,·
Cc1csc(/C(C#N)=C/c2ccccc2Cl)n1,·,-5
Cc1nnc(NC(=O)CSc2nnc3scc(-c4ccc(C)c(C)c4)n23)s1,94,-17
CCOc1cc(-c2conc2N)cc(OCC)c1OCC,72,2
O=C(CN1CCN(Cc2ccccc2)CC1)Nc1ccc(Cl)cn1,120,5
COC(=O)CNC(=O)Cn1cnc2sc(C)c(S(=O)(=O)N3CCC(C)CC3)c2c1=O,·,-6
COc1ccc(S(=O)(=O)N2CCOCC2)c(Cl)c1Cl,141,4
CC(C)c1ccc(OCC(=O)Nc2ncc(S(=O)(=O)c3ccc([N+](=O)[O-])cc3)s2)cc1,·,-6
CCC(C)(C)NC(=O)C(c1ccc(F)cc1)N(Cc1ccco1)C(=O)c1snc(C(N)=O)c1N (stereo unspecified),·,5
CCSc1nc2ccccc2n1CC(=O)Nc1ccc(F)cc1,·,-13
COC(=O)/C(=C/C(=O)c1ccc([N+](=O)[O-])cc1)Nc1ccc(Br)cc1,·,4
O=C1c2ccccc2-c2onc3ccc(Nc4cccc([N+](=O)[O-])c4)c1c23,·,-15
O=C1/C(=C/c2ccc(Cl)cc2)SC(=S)N1CCS(=O)(=O)O,·,10
CC(=O)Nc1cccc(N2C(=O)CC(N3CCC(C(=O)N4CCCCC4)CC3)C2=O)c1 (stereo unspecified),103,1
COCCCNC(=O)Cn1cc2c(n1)CCC(C)C2 (stereo unspecified),93,6
O=C1c2ccccc2C(=O)N1CCCCN(C(=O)c1ccc(Br)cc1)c1ccc(F)cc1F,·,-19
Cc1ccc(C2/C(=C(/O)c3ccc(Cl)cc3)C(=O)C(=O)N2c2nccs2)cc1 (stereo unspecified),·,-11
O=C1CSC2(C(=O)Nc3ccccc32)N1c1cccc(Cl)c1 (stereo unspecified),·,3
CCOc1ccc2[nH]c(=O)c(C(c3nnnn3C3CCCCC3)N3CCN(CC)CC3)cc2c1 (stereo unspecified),298,9
# (further entries)
SMILES,BAP1 block,HePTP inh
COc1ccc(/C=C(\NC(=O)c2ccccc2)C(=O)NCCc2c[nH]c3ccccc23)cc1,·,7
COc1cc2ccccc2cc1C(=O)Nc1nc2ccccc2s1,182,·
CCCOC(=O)CSC1=C(C#N)C(c2ccccc2OC)C(C#N)C(=O)N1 (stereo unspecified),82,5
C=CCNc1nc(N2CCCCC2)c(C#N)c2c1CN(Cc1ccccc1)CC2,80,-6
Clc1ccc(-c2nc(-c3ccc(Br)cc3)no2)c(Cl)c1,·,7
O=C(c1ccccc1)N1CCN(c2ncnc3c2cnn3-c2ccccc2)CC1,·,1
O=[N+]([O-])/C(=C\c1ccccc1)c1ccccc1,·,-2
CCOc1ccc(NC(=O)CC2CC(C)(C)OC2=O)cc1 (stereo unspecified),113,2
CCCOC(=O)c1c(NC(=O)c2cccc(OCC)c2)sc2c1CCC2,·,3
CC(=O)Nc1cccc(-c2nc3ccccc3s2)c1,·,9
COc1ccc(NC(=O)CSC2=NC(=O)CC(C)=N2)cc1,87,-12
COc1ccc2[nH]c(=O)c(CN(Cc3nnnn3Cc3ccco3)C3CCCCC3)cc2c1,70,-2
Cc1ccc(C(=O)N2CCN(c3ccc(F)cc3)CC2)cc1[N+](=O)[O-],·,14
COc1ccc(OC)c(NC(=O)C(CC(C)C)NC(=O)C2CCCCC2)c1 (stereo unspecified),·,4
CC1(C)CC(=O)C2=C(C1)OC1=C(C(=O)CC(C)(C)C1)C2c1cccc([N+](=O)[O-])c1,·,-3
CS(=O)(=O)N(CC(=O)NCc1ccc2c(c1)OCO2)Cc1ccccc1,106,-17
Cc1scc(C(=O)Nc2ccon2)c1-c1ccccc1,50,-1
CC1CCN(Cc2nc3c(c(=O)n(C)c(=O)n3C)n2CCc2ccccc2)CC1,95,·
Cc1ccc2c(NC(=O)C3CC3)cccc2n1,109,1
Cn1c2c(c3cc(C4CCCCC4)ccc31)CCCC2=O,·,-8
Cc1cccc(C(=O)NC2CC3CCCC(C2)N3C(=O)NC2CCCCC2)c1 (stereo unspecified),101,-2
COc1ccc(-c2cc(C(F)F)n3ncc(C(=O)N4CCSCC4)c3n2)cc1,122,6
CC(=O)C1=C(O)C=C(c2ccco2)CC1c1ccco1 (stereo unspecified),86,-2
Cc1onc(-c2ccccc2Cl)c1C(=O)NCc1ccco1,78,8
CCN(CC)CCCN1C(=O)c2oc3ccccc3c(=O)c2C1c1cccnc1 (stereo unspecified),97,-3
COc1ccccc1CNC(=O)c1ccc(CNc2c(N3CCCC3)c(=O)c2=O)cc1,99,1
CC1(C)[N+]([O-])=C2C(=[N+]([O-])C1(C)C)c1ccccc1/C2=N\O,108,7
COc1ccc2c(c1)c(C(=O)N1CCN(C)CC1)c(C)n2-c1ccccc1,84,4
COC(=O)COc1ccc(S(=O)(=O)Nc2ccc3c(c2)OCO3)cc1,139,4
Cc1nn(-c2ccccc2)c(C)c1/C=N\N1CCN(c2ccccc2)CC1,·,-14
COC(=O)c1c(NC(=O)C2CC2)sc2c1CCN(C(C)=O)C2,84,1
CCCn1c2ccccc2c2nnc(SCC(=O)Nc3ncccn3)nc21,95,6
Fc1ccc(C2CC(c3cccs3)=NN2c2nc(-c3ccccc3)cs2)cc1 (stereo unspecified),·,-4
O=C(O)CCC/C=C\C[C@@H]1[C@@H](/C=C/[C@H](O)C2Cc3ccccc3C2)[C@@H](F)C[C@@H]1O,89,·
CCOC(=O)c1cc2c(ccc3oc4c(c32)CCCC4)oc1=O,·,-4
COc1ccc(C2=N/C(=C/c3ccc([N+](=O)[O-])cc3)C(=O)N2c2ccc(O)cc2)cc1,·,3
Cc1cc(NC(=O)CCOc2ccccc2)no1,113,4
C/C(=N\O)C1(C)N(O)C(C)(C)C(c2ccc(Br)cc2)=[N+]1[O-] (stereo unspecified),98,14&-16
CC(C)C(c1nnnn1C1CCCC1)N1CCN(C(=O)c2ccco2)CC1 (stereo unspecified),75,4
O=C(Nc1nc(-c2ccccc2)c(-c2ccccc2)s1)c1ccc(S(=O)(=O)N2CCOCC2)cc1,55,·
COc1ccccc1CN1CCN(C(=O)c2cc(OC)c(OC)c(OC)c2)CC1,·,-13
CCOC(=O)c1ccc2[nH]cc(C(C)=O)c(=O)c2c1,67,6
C/C(=N\NC(=O)c1ccc(O)cc1O)c1ccccn1,·,4
COc1ccc(NC(=O)Cn2nnc(C(N)=O)c2N)c(OC)c1,90,-9
CCOc1ccc(C(O)c2cnc(CC)n2C)cc1 (stereo unspecified),·,2
NC(=S)N/N=C/c1ccc(-c2cc(Cl)cc(Cl)c2)o1,·,-4
CC1Cc2ccccc2N1C(=O)CSc1nnc2n1C(C)(C)Cc1ccccc1-2 (stereo unspecified),85,-2
COc1ccc(S(=O)(=O)CCc2nc3ccccc3s2)cc1,101,10
CCN(CCCNC(=O)C1CCN(S(=O)(=O)c2c(C)[nH]c(=O)[nH]c2=O)CC1)c1cccc(C)c1,95,6
CCCc1cc(=O)n2[nH]c(CCc3ccccc3)nc2n1,103,11
O=c1[nH]c(=O)n(CCO)c2nnn(Cc3ccccc3)c12,92,3
O=C(COc1ccccc1[N+](=O)[O-])Nc1ccc(Cl)c(Cl)c1,·,2
CCN(CC)C(=O)C1CCN(Cc2ccc(Br)cc2)CC1,88,-1
CCOC(=O)N(CCCC(=O)OC)CP(C)(=O)OC(C)C (stereo unspecified),·,4
CCOc1ccc2[nH]c(C)c(CN3CCCCC3)c(=O)c2c1,72,-5
COc1cc(OC)c(C2C(C(=O)Nc3ccccc3)=C(C)Nc3ncnn32)cc1OC (stereo unspecified),102,5
Cc1ccc(C(=O)CSc2nc3sc(C)c(C)c3c(=O)[nH]2)cc1C,113,·
CCOc1ccc2oc(C)c(C(=O)OC)c2c1,·,-10
c1ccc(CC2CNc3ccccc3CN2)cc1 (stereo unspecified),106,0
CCC(C)NS(=O)(=O)c1cccs1 (stereo unspecified),94,7
